Screens (PubChem BioAssay)
12-LOX inh – ALOX12 (human) lipoxygenase inhibition; P18054; purified 12hLO, xylenol orange hydroperoxide absorbance; Potency, µM (series often up to 108 µM), inactives show top-dose activity change, negative = inhibition, usual class: inhibitors; 1.1% of 580,000 active; AID 1671190; active = well fitted inhibition curve with a large enough effect; inconclusive = small, poorly fitted or top-dose-only effect, or another doubt; inactive = no such curve, though single readings can be large or run the other way
Target sequence (P18054 whole entry, looked up): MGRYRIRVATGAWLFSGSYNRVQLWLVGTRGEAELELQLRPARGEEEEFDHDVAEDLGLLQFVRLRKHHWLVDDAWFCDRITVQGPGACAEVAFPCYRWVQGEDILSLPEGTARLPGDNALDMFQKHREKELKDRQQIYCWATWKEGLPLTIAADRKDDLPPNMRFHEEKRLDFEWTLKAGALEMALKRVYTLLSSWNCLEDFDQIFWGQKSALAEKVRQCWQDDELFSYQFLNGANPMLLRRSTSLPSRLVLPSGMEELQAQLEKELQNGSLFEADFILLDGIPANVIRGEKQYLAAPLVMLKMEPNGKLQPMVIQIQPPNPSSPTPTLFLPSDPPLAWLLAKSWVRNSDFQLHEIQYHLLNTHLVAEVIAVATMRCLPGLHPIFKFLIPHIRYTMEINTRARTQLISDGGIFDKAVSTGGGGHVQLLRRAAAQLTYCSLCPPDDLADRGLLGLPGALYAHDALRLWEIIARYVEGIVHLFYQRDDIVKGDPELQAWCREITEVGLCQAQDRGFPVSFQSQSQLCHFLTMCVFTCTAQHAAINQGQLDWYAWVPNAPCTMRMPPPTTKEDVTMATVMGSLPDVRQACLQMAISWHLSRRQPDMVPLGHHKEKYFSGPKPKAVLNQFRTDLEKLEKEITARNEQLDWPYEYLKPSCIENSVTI
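Purified human 12hLO at 150 nM in 25 mM Hepes, 0.01% Triton X-100, pH 7.0, preincubated 15 min at room temperature with compound. Reaction started with 40 uM arachidonic acid, 30 min at room temperature. Hydroperoxide measured by Fe-xylenol orange, 573/405 nm absorbance ratio.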
Active calls of the source: *; ? = inconclusive; [ ] = another dose, or the depositor's remark. % is scaled to controls: 0 for no effect and ±100 for the full control effect; potency is read from the fitted curve at half-maximal effect. Some of the compounds tested (hit frequency here may not be typical).

SMILES	12-LOX inh
CCC[C@H]1[C@@H](NC(=O)Nc2ccc(OC)cc2)CC[C@@]23CCCN2C(=O)CCC[C@@H]13	?
Cc1cccc2c1ccn2CCC(=O)Nc1nnc(CC(C)C)s1	25%
CC(=O)N1C[C@@H]2C[C@H]1C(=O)N(Cc1ccc(OC(F)(F)F)cc1)c1ccccc1O2	-24%[176 µM]
CCc1ccc(C(=O)NCCCNC(=O)c2cc3ccccc3[nH]2)cc1	-29%
CCNC(=O)O[C@@H]1CO[C@H]2[C@@H]1OC[C@@H]2NC(=O)c1cccc(C(=O)OC)c1	?
Cc1ccc(C(=O)N2CCC(CCC(=O)N3CCc4ccccc4C3)CC2)cc1	1%
CN1CC(=O)N(c2cccnc2)Cc2c(NCC3CC3)ncnc21	8%[176 µM]
COC(=O)N(C)CC(=O)NC1CCC(C)CC1 (stereo not given)	29%
Cn1ccnc1C(=O)N1CCC(N2C(=O)C(OCC3CC3)C23CCOCC3)CC1 (stereo not given)	52%[activator]
Cc1cc(C)n(CC(=O)N2CCC(N3C(=O)C4(CCCCC4)C3c3ccncc3)CC2)n1 (stereo not given)	45%[activator]
Brc1cccc(-c2noc(-c3nc(-c4ccncc4)no3)n2)c1	14%
COc1cc2c(c(OC(=O)c3ccccc3)c1OC)CC(=O)CCC2	-10%
CC(C)(C)C(=O)Nc1cccc(NC(=O)C2CCCC2)c1	5%
CC(C)c1noc(C2CCCN(C(=O)CCCc3ccccc3)CCC(=O)NCC2)n1 (stereo not given)	50%[activator]
Cc1cccc(C)c1NC(=O)C1(C)CN(S(C)(=O)=O)CC(=O)N1CCCN1CCOCC1 (stereo not given)	-11%
COCCn1cnnc1SCc1cccc(Cl)c1	?
Cn1cnc(S(=O)(=O)N2CCCN(C(=O)c3ccncc3)CCNC(=O)CC2c2ccccc2)c1 (stereo not given)	1%
Cc1cnc(C(=O)N2CCC3(CC2)NCCc2c3[nH]c3ccccc23)cn1	42%
COc1ccc(S(=O)(=O)NCC2CCCN(C(=O)c3ncoc3C)C2)cc1 (stereo not given)	58%[activator]
COc1ncc2nc(-c3cn(C)c4ccccc34)c(=O)n(-c3ccccc3)c2n1	?
FC(F)(F)c1ccc2c(c1)nc1n2[C@@H](CNCc2c[nH]c3ccccc23)COC1	-29%[176 µM]
COc1ccccc1C(=O)N1CCN(c2cc(-c3cccs3)[nH]n2)CC1	14%
CCC1(N2CCN(S(=O)(=O)c3ccc(F)c(C)c3)CC2)CCN(S(C)(=O)=O)C1 (stereo not given)	?
COc1cc(C(=O)Nc2ccc3c(c2)nc2n3CCN(C(C)C)C2)cc(OC)c1OC	-26%
CCCCNC(=O)C1CCN(C(=O)c2ncn3c2COC(c2ccc(OC)cc2)C3)CC1 (stereo not given)	18%

Following part.
SMILES	12-LOX inh
c1ccc(-c2noc(CCNC3CCC4(CCNCC4)CC3)n2)nc1	-1%
Cc1cc(Br)c2c(c1)[C@](O)(c1cn(C)c3ccccc13)C(=O)N2C	2%
Cc1cc(S(=O)(=O)Nc2cc3c(cc2SC2CCCCC2)n(C)c(=O)n3C)ccc1F	28%
COC(=O)[C@@H]1Cc2c([nH]c3ccccc23)[C@H]2C[C@@H](NC(C)C)C[C@@H](c3ccc(C)cc3)N21	?
CCOCCn1c(=O)[nH]c2cc(C(=O)NCCN3CCCC3=O)ccc21	-6%
COC(=O)c1cccc(-c2nc(C3CC(=O)N(c4ccc(F)c(Cl)c4)C3)no2)c1 (stereo not given)	25%
CCN1C[C@@H]2[C@@H]3C(=O)N(Cc4ccccc4)C(=O)[C@@H]3[C@](CC)(C1=O)N2C(=O)c1ccc(Cl)cc1	0%
Cn1c(SCc2ccc(Cl)c(Cl)c2)nnc1-c1cccnc1	-7%
Cc1cccc(C(=O)N2CCCN(S(=O)(=O)c3ccccc3)CCC(=O)NCC2)c1	16%
CC1(C)CC(NC(=O)C2CCC(CNC(=O)CNC(=O)c3ccccc3)CC2)CC(C)(C)N1 (stereo not given)	3%
O=S(=O)(c1ccc(F)cc1)N1CCC(c2noc(C3CC3)n2)C1 (stereo not given)	27%
N#Cc1cccc(/C=C2/CCOc3ccc(Br)cc3C2=O)c1	8%
Cc1cccc(CNc2nc(-c3ccc4c(c3)OCO4)nc3ccccc23)c1	40µM*
CCc1ccc2oc(-c3cc(NC(=O)C(C)C)ccc3O)nc2c1	11%
CCc1ccccc1N/C=C(\C#N)c1nc(-c2ccc(C)cc2C)cs1	13%
O=C(c1cccc(Cl)c1)N1CCCN(c2nc3ncccc3o2)CC1	12%
COCC(=O)Nc1cc(C(=O)N2CCC(c3ccccc3)CC2)cc2nc(-c3ccccc3)n(C)c12	12%
O=C(NCCc1c[nH]c2ccccc12)c1cnc2c(c1)N([S+](=O)([O-])c1cccnc1)CCC2	-23%
CN1C(=O)C(C2(O)C(=O)N(Cc3ccccc3)c3cc(F)ccc32)c2ccccc21 (stereo not given)	-1%
CCc1ccc(C2Cc3ccccc3N2)cc1 (stereo not given)	?
N#Cc1ccc(COC(=O)COc2ccc(C3SCCCS3)cc2)cc1	-3%
Cc1ccc(Oc2ccc(NC(=O)Cn3cnnc3C#N)cc2)cc1	-8%
Cc1cc2oc(=O)cc(CN3CCN(c4ccc(F)cc4)CC3)c2cc1C	13%
O=C(NCCCN1CCCC1=O)c1cn2ccnc(-c3ccc(F)cc3)c2n1	?
COc1cccc2cc(C(=O)NCc3ccccc3)c(=O)oc12	-24%

Some of the entries above, set out differently.
| Compound | 12-LOX inh |
| --- | --- |
| O=C(NCCCN1CCCC1=O)c1cn2ccnc(-c3ccc(F)cc3)c2n1 | ? |
| Cc1cc(Br)c2c(c1)[C@](O)(c1cn(C)c3ccccc13)C(=O)N2C | 2% |
| COC(=O)[C@@H]1Cc2c([nH]c3ccccc23)[C@H]2C[C@@H](NC(C)C)C[C@@H](c3ccc(C)cc3)N21 | ? |

(listing goes on)
SMILES	12-LOX inh
COc1ccc(Cl)cc1-c1ccc2c(c1)C(=O)N1CCN(C(=O)C3CC3)C[C@@H]1C(=O)N2	13%[176 µM]
Cc1nnc2n1CCC(N(C)S(=O)(=O)c1cn(C)cn1)CC2 (stereo not given)	14%
CNc1c(NS(=O)(=O)c2ccc(N3CCCC3=O)cc2)c(=O)oc2ccccc12	7%
COc1cccc([S+](=O)([O-])N2CCCC3(CC(C(C)C)=NO3)C2)c1 (stereo not given)	6%[6.33 µM]
CCOCCCNc1ncnc2c1CN(C1CCNC1)C(=O)CN2C (stereo not given)	?
O=C(NCc1nnc2c(-c3nc(C4CC4)no3)cccn12)c1cccc(F)c1	52%[activator]
CC(=O)c1ccc(C(=O)NCC2Cc3cccc(-c4ncccn4)c3O2)cc1 (stereo not given)	-3%
O=C(Nc1ccc(-c2nc3ccccc3o2)c(O)c1)c1cccc(I)c1	16%
C=C(C)Cn1c(SCCCCCC)nc2c1c(=O)[nH]c(=O)n2C	?
CS(=O)(=O)N1CC2(CCCCN2Cc2cccnc2)Cc2ccccc21 (stereo not given)	1%[6.33 µM]
CC1CN=C(c2cc(Cl)c(N)c(Cl)c2)c2c3ccc(C(F)(F)F)cc3[n+]([O-])n21 (stereo not given)	?
O=C([C@@H]1C[C@H](Oc2ccccc2)CN1C(=O)C1CC1)N1CCCC1	50%[activator]
COc1ccc(C(=O)CSc2nc3sc(C)c(C)c3c(=O)[nH]2)cc1C	?
O=C(CCc1c[nH]c2ccccc12)N1C[C@@H](CO)[C@H](c2ccccn2)C1	14%
O=C(c1ccon1)N1CCN(Cc2cnn3cccnc23)CC(O)C1 (stereo not given)	86%[activator]
Nc1nnnn1Cc1nnc(SCc2ccccc2Cl)n1-c1ccccc1	46%[activator]
Cc1ccc(C2c3cc(OCc4nc(C(=O)N5CCCC5)co4)ccc3CCN2C(=O)C2CC2)cc1 (stereo not given)	?
CCOC(=O)c1cc2cc(C(C)CC)ccc2[nH]1 (stereo not given)	?
COc1ccccc1CCNC(=O)Cn1nc2c(cc1=O)CCCC2	48%[activator]
CC[C@@H]1[C@H](NC(=O)CCc2c(C)[nH]c3ccccc3c2=O)[C@@H]2CCO[C@H]12	67%[activator]
CC(=O)N1CCN(CC(=O)Nc2cccc3ncccc23)CC1	-50%
CC(C(=O)N(C)CC(=O)Nc1ccccc1C(F)(F)F)N(C)Cc1cccc(F)c1 (stereo not given)	-37%
O=C(c1ccc(-c2ccc(N3CCCCCC3)nc2)cc1)N1CCCC1	-2%
Cc1ccc2oc(-c3ccc(C)c(NC(=O)COc4ccccc4)c3)nc2c1	-3%
CCN(C)C(=O)CN1C[C@@H]2C[C@H]1C(=O)N2c1cc(-c2ccccc2)ccc1OC	17%

3 of these compounds, reformatted.
12-LOX inh	structure
67%[activator]	CC[C@@H]1[C@H](NC(=O)CCc2c(C)[nH]c3ccccc3c2=O)[C@@H]2CCO[C@H]12
-50%	CC(=O)N1CCN(CC(=O)Nc2cccc3ncccc23)CC1
-37%	CC(C(=O)N(C)CC(=O)Nc1ccccc1C(F)(F)F)N(C)Cc1cccc(F)c1 (stereo not given)

Further compounds follow:
SMILES	12-LOX inh
O=C1Nc2ccccc2-c2nnnn2C1N1CCC(Cc2ccccc2)CC1 (stereo not given)	-7%
CCOc1ccc(C(=O)OCc2ccccc2C#N)cc1OC	?
CN(C)C(=O)c1cc(C(C)(C)C)c2cccn2n1	4%[12.5 µM]
CC1=C(C(=O)OC(C)(C)C)C(c2cccc(Cl)c2)NC(=O)N1 (stereo not given)	-4%
CCc1noc(-c2cn(C3CCCN(C(=O)c4cc(OC)cc(OC)c4)C3)nn2)n1 (stereo not given)	23%
N#Cc1ccc(C(=O)N2CCOC[C@H](Oc3ccc(C(F)(F)F)cc3)C2)cc1	9%[176 µM]
CCOc1cc(C(=O)NC(CC(=O)OC)c2cccs2)ccc1OC (stereo not given)	?
Cc1noc2c(NC3CCN(C)CC3)cc(-c3ccccn3)nc12	99%[activator][176 µM]
COCC1CN(C)CC12CCN(C(=O)c1cc(C)nn1C)CC2 (stereo not given)	85%[activator]
COCc1ccc(CN2CCCC(C(=O)Nc3cccc(-n4cccn4)c3)C2)o1 (stereo not given)	62%[activator]
Cc1ccc([N+](=O)[O-])cc1N=Cc1ccc(C#Cc2ccccc2)cc1	?
COc1ccc(C(=O)Oc2c(C)cc(C(O)(C(F)(F)F)C(F)(F)F)cc2C)cc1	-25%
COC(=O)c1cc(/C=C/C(=O)O)oc1C	?
Cc1ccccc1CNC(=O)CCNS(=O)(=O)c1c(C)[nH]c(C)c1C(=O)N1CCCCC1	?
COc1ccc(N2CCN(C(=O)Cn3ccn4nc(-c5ccccc5)c(CO)c4c3=O)CC2)cc1	-7%
CS(=O)(=O)N1CCC(OC2CCN(C(=O)Nc3c(F)cccc3F)CC2)CC1	44%[activator]
O=C(O)c1cc2ccc(Br)cc2[nH]1	18µM*
Cc1cccc(NS(=O)(=O)c2cc(-c3cnc(C)o3)ccc2C)c1	-2%
O=[S+]([O-])(Nc1cccnc1)c1ccc2c(c1)OCCN(Cc1cscn1)C2	6%[176 µM]
O=C(Cc1cccc(Cl)c1)N1CCCC(n2cc(-c3nc(-c4ccccc4)no3)nn2)C1 (stereo not given)	-2%
CC(=O)N/N=C/c1cc(Cl)ccc1OCCCOc1ccc(C)cc1C	11%
CCN(CC)c1nc2c(c(=O)n(C)c(=O)n2C)n1CC	-6%
CCC1(N2CCN(S(=O)(=O)c3cccs3)CC2)CCN(S(C)(=O)=O)C1 (stereo not given)	45%[activator]
COc1ccc(OC2CN(C(=O)c3ccc(OC)cc3)C2)cc1	7%[6.33 µM]
CS(=O)(=O)N1C[C@H]2CCN(C(=O)c3cc(Cl)ccc3F)C[C@H]21	13%

By substructure, the entries above containing a thiophene ring, fused or not.
SMILES	12-LOX inh
COc1ccccc1C(=O)N1CCN(c2cc(-c3cccs3)[nH]n2)CC1	14%
COc1ccc(C(=O)CSc2nc3sc(C)c(C)c3c(=O)[nH]2)cc1C	?
CCOc1cc(C(=O)NC(CC(=O)OC)c2cccs2)ccc1OC (stereo not given)	?
CCC1(N2CCN(S(=O)(=O)c3cccs3)CC2)CCN(S(C)(=O)=O)C1 (stereo not given)	45%[activator]

Remaining list, next part.
SMILES	12-LOX inh
CCN(CC)Cc1nc(C2(O)CCN(CC3CC3)CC2)cs1	10%[176 µM]
CCNC(=O)NC(=O)COC(=O)c1sccc1C	9%
COc1ccc(CN2C(=O)O[C@@H]3CN(S(=O)(=O)N(C)C)C[C@@H]32)cc1OC	29%
CC1=CC(=O)c2ccc3c4c(ccc1c24)CC3	?
Cc1cccc(C(=O)N2CCC3(CC2)OCC(C(=O)NCC(C)C)N3C(=O)c2cccc(C)c2)c1 (stereo not given)	8%
Cc1ccc(-n2c(C3CCN(C(=O)Cc4cccc(F)c4)CC3)n[nH]c2=O)cc1	-16%
Clc1ccccc1-c1ncc[nH]1	56%[activator][176 µM]
Cc1cn2nc(C(=O)Nc3ccc4c(c3)OCO4)cc2c(N2CCCC2)n1	36%
O=C1NC2(CCN(Cc3ccccc3C(F)(F)F)CC2)Oc2ccccc21	5%
COc1ccc(C(=O)N2CCC[C@H]2c2nc(-c3ccccc3Cl)no2)cc1F	32%
O=C1CCCC(=O)C1C(c1ccccc1)C1C(=O)CCCC1=O	-10%
COc1ccc(C(=O)OCC(=O)Nc2c(C(C)C)cccc2C(C)C)c(OC)c1OC	-1%
Cc1nc2c(c(=O)[nH]1)C(c1ccc(OCc3cccc(Cl)c3)cc1)CC(=O)N2 (stereo not given)	33%
FC(F)(F)c1cc(CN2CCCC3(CCNCC3)C2)cc(C(F)(F)F)c1	11%[57.4 µM]
